KCNQ2 block: KCNQ2 potassium channel inhibitors, primary screen, cell-based, CHO-K1, FluxOR thallium flux, B-score (AID 2156) | O88943 | 20 min; active compounds read low | B-score at 10 µM | actives 1.1% (n = 310,000);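 active = fluorescence ratio B-score at most minus 3 library SDs, with starting brightness B-score within 2 library SDs, cut at about -5.5 in these data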
Target sequence (O88943 whole entry, looked up): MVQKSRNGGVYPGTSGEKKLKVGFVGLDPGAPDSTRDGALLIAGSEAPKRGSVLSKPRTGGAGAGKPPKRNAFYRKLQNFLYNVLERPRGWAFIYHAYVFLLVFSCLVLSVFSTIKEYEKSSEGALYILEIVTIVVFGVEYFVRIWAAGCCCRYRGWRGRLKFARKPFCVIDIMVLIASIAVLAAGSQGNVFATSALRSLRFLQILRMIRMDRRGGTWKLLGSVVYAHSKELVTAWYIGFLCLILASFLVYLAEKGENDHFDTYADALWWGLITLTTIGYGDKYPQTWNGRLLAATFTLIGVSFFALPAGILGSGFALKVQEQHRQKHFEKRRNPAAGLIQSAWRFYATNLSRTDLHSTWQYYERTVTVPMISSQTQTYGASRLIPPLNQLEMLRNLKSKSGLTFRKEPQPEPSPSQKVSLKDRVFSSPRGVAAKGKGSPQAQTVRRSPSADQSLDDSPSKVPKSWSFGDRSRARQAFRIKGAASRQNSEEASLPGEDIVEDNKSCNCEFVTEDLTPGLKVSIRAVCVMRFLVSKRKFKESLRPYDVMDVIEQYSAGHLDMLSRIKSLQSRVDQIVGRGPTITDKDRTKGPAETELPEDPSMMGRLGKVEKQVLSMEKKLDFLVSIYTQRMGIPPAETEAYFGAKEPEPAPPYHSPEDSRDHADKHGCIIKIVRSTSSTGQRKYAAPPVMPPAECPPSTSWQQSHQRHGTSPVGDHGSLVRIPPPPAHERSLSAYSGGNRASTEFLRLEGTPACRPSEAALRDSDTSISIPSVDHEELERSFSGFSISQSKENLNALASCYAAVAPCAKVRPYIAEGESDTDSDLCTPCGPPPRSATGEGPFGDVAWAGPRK
Kir21 block: blocks the mouse Kir2.1 inward-rectifier potassium channel. actives 0.85% (n = 310,000). HEK293-Kir2.1, FluxOR thallium flux fluorescence; active compounds read low. B-score at 10 µM. AID 1672. P35561;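 active = fluorescence ratio B-score at or below minus 3 SD of library scores, with starting-brightness B-score within 2 SD, cut at about -4.2 in these data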;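 note: channel flux triggered by added potassium and thallium sulfate stimulus; B-score of peak minus minimum fluorescence over baseline after thallium stimulus; more negative B-score means stronger Kir2.1 block with less thallium influx; some compounds called inactive have numbers as strong as hits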
Active calls of the source: *; i = inactive.

Order of values: KCNQ2 block, Kir21 block
> COP1(=O)C[C@@H](O)[C@@H](O)[C@@H](COCc2ccccc2)O1 (stereo partly specified)
    i, 1.56
> CCOC(=O)c1c(C)[nH]c(C(=O)N/N=C/c2ccc(Br)cc2)c1C
    i, 0.64
> CCOC(=O)N1CCN(CCCc2ccccc2)CC1
    i, 0.02
> COc1ccc(C(=O)N2CCCC(CCC(=O)N3CCN(c4ccccn4)CC3)C2)cc1 (stereo unspecified)
    i, 0.75
> O=C(CSc1n[nH]c(-c2cccnc2)n1)OC1CCCCC1
    i, 0.21
> CCC(=O)c1ccc(OCC(O)CN2CCN(S(=O)(=O)c3ccc(NC(C)=O)cc3)CC2)cc1 (stereo unspecified)
    i, 0.66
> COc1ccc(C(=O)O/N=C(\N)c2ccc(Cl)cc2)cc1
    i, 0.3
> Cc1cccc(N(C)S(=O)(=O)c2cccc3nsnc23)c1
    i, -4.28*
> O=C(Nc1cccc(F)c1)c1ccc(S(=O)(=O)N2CCCCC2)cc1
    i, 1.95
> COc1cc(C2Nc3cc(Cl)c(S(N)(=O)=O)cc3S(=O)(=O)N2)ccc1OCc1ccccc1 (stereo unspecified)
    i, 0.29
> CCCCOc1ccc(C(O)C(CN2CCCCC2)c2ccccc2)cc1 (stereo unspecified)
    i, 0.23
> NCCNCCNCCN
    i, 1.14
> COc1ccc(NC(=O)COc2ccccc2)c(OC)c1
    i, 0.18
> CCn1c(=S)[nH]c2sc3c(c2c1=O)CCCC3
    i, 0.01
> COCCN(C(=O)COC(=O)CCc1ccc(OC)cc1)c1c(N)n(Cc2ccccc2)c(=O)[nH]c1=O
    i, 0.83
> COc1ccc(S(=O)(=O)N2CCN(c3nc4ccccc4nc3-n3nc(C)cc3C)CC2)cc1
    i, -0.54
> CCOC(=O)c1cc2sccc2n1CC(=O)N1CCCc2ccccc21
    i, 0.23
> O=C(N1CCN(CCO)CC1)N1c2ccccc2C=Cc2ccccc21
    i, 2.14
> Cn1cccc1C1NC(=O)c2c(sc3c2CCC(C(C)(C)C)C3)N1 (stereo unspecified)
    i, -0.25
> Cc1ccc(Sc2ncccc2O)cc1
    i, 1.22
> N=C1C(=O)OCC1c1ccccc1NC(=O)CN1CCOCC1 (stereo unspecified)
    i, 0.14
> COc1ccc(N2C(=O)C(Cl)=C(N3CCN(Cc4ccccc4)CC3)C2=O)cc1
    i, -0.81
> Cc1c(Cl)cccc1NC(=O)NNC(=O)CCc1ccccc1
    i, -1.3
> CC(NC(=O)COc1ccc([N+](=O)[O-])cc1)c1ccccc1 (stereo unspecified)
    i, 0.3
> O=C(Nc1ccccc1)c1ccncc1
    i, -3.35
> COc1ccc(CN2CC[C@@H](N3CCOCC3)[C@H](O)C2)cc1F
    i, -0.04
> COc1cccc(-n2nc3c(=S)[nH]nc(C)c3c2C)c1
    i, -1.48
> CN(CCOc1ccc(Cl)cc1)C(=O)c1ccc(S(=O)(=O)N2CCOCC2)cc1
    i, -1.85
> O=C(O)C1CC=C(Cl)CC1C(=O)NCC1OCCc2ccccc21 (stereo unspecified)
    i, -0.29
> CCN(CC)S(=O)(=O)c1cccc(NC(=O)c2cc(=O)[nH]c3ccccc23)c1
    i, 0.16

Complete entries as entered above:
COc1ccc(C(=O)O/N=C(\N)c2ccc(Cl)cc2)cc1 is listed with KCNQ2 block: i; Kir21 block: 0.3
NCCNCCNCCN is listed with KCNQ2 block: i; Kir21 block: 1.14

Three compounds from above, ordered by the value under Kir21 block, rising.
Order of values: KCNQ2 block, Kir21 block
> COc1ccc(S(=O)(=O)N2CCN(c3nc4ccccc4nc3-n3nc(C)cc3C)CC2)cc1
    i, -0.54
> CCCCOc1ccc(C(O)C(CN2CCCCC2)c2ccccc2)cc1 (stereo unspecified)
    i, 0.23
> COc1ccc(C(=O)O/N=C(\N)c2ccc(Cl)cc2)cc1
    i, 0.3

Further records.
Order of values: KCNQ2 block, Kir21 block
> O=C(CCCSc1ccccc1)Nc1cccc(CO)c1
    i, 0.52
> COc1cc2ccccc2cc1C(=O)Nc1ccc(N2CCN(C(=O)C(C)C)CC2)cc1
    i, -2.05
> O=[N+]([O-])c1ccccc1S(=O)(=O)N1CCN(c2ccc(F)cc2)CC1
    i, 0.97
> COC(=O)N/N=C/c1cc(Cl)c(OCc2ccccc2F)c(OC)c1
    i, 0.42
> COc1cccc2cc(-c3nc4ccccc4[nH]3)c(=O)oc12
    i, 2.16
> CN(C)c1nc2ccccc2n(C)c1=O
    i, 0.56
> CC(NC(=O)CC1Nc2ccccc2NC1=O)c1ccccc1 (stereo unspecified)
    i, -0.62
> Cc1cc(C)nc(OC(C(=O)O)C(OCc2ccccc2)(c2ccccc2)c2ccccc2)n1 (stereo unspecified)
    i, 0.98
> Cc1c(OCC(=O)N2C[C@H]3C[C@@H](C2)c2cccc(=O)n2C3)ccc2c3c(c(=O)oc12)CCC3
    i, 1.21
> COc1cccc2c1cc1c(=O)n(CC(=O)N3CCCCCC3)nc(C)n12
    -5.69*, -1.18
> CN(Cc1nc2ccccc2n1C)S(=O)(=O)c1ccc(Cl)cc1
    i, -0.16
> CCOC(=O)N1CCN(C(=O)/C(=C/c2ccccc2OC)NC(=O)c2ccccc2)CC1
    i, -0.03
> CCC1(C)Cc2c(C#N)c(N)sc(=S)c2CO1 (stereo unspecified)
    i, 0.16
> Cc1c(Cl)cccc1NC(=O)c1ccccc1-c1ccccc1C(=O)O
    i, 0.26
> CC(=O)N1CCc2c(sc3c2c(=O)n(-c2ccccc2)c(=O)n3CC(=O)NCC2CCCO2)C1 (stereo unspecified)
    i, -0.34
> COC(=O)C1=C(C)NC(C)=C(C(=O)OC)C1c1ccc(-c2cccc(Cl)c2Cl)o1
    i, 0.52
> CNC(=S)SCCOc1ccccc1
    i, -1.75
> O=C(Nc1nc2ccccc2[nH]1)c1ccc(F)cc1
    i, 1.2
> C/C(=C/C(=O)N1CCN(C)CC1)C(=O)O
    i, 0.23
> CC(C)(C)C(=O)Nc1cc(S(=O)(=O)Nc2ccc(Cl)cc2)ccc1Cl
    i, -2.05
> CCOC(=O)C(C(C)=O)=C1SC2CS(=O)(=O)CC2S1 (stereo unspecified)
    i, -0.01
> CN1CCN(c2nc(Nc3ccc(O)cc3)nc3ccccc23)CC1
    i, -1.51
> CCOC(=O)c1c(C)[nH]c(C)c1C(=O)COc1ncnc2cc([N+](=O)[O-])ccc12
    i, -0.21
> CN(C)CCCN=Cc1c(O)n(Cc2ccc3c(c2)OCO3)c(=O)c2ccccc12
    i, 0.45
> CC(C)n1c(S(=O)(=O)O)nc2ccccc21
    i, 0.03
> O=[N+]([O-])c1ccc(O)c2ncccc12
    i, -0.09
> O=C(Nc1cccc(Cl)c1Cl)c1ccc(-c2ccccc2)cc1
    i, -1.37
> CCN(C(=O)COC(=O)/C=C/c1cnc2ccccc2n1)C1CCS(=O)(=O)C1 (stereo unspecified)
    i, 2.03
> O=C(N/N=C/c1ccoc1)c1cccc(OC(F)(F)C(F)F)c1
    i, 1.54
> O=C(Oc1cccc2c(OC(=O)N3CCOCC3)cccc12)N1CCOCC1
    i, -1.21

(list continues)
Order of values: KCNQ2 block, Kir21 block
> COc1ccccc1-c1ccc(NC2CCCC2)nn1
    i, -0.82
> Nn1c(SCC(=O)N2CCCC2=O)nnc1-c1cccs1
    i, 0.04
> COc1cc(/C=N/n2cnnc2-n2nc(C)cc2C)cc([N+](=O)[O-])c1O
    i, 0.96
> Cc1cc(C(F)(F)F)nc(SCC(=O)Nc2nccs2)n1
    i, -1.27
> CN(C)c1ccc(-c2noc(C3CCN(S(=O)(=O)c4cccc(C(=O)O)c4)CC3)n2)cc1
    i, 1.55
> CCOCCn1c(SCc2cccc(C)c2)nc2c1c(=O)[nH]c(=O)n2C
    i, -1.89
> COc1ccc(N2CCN(C(=O)c3cccc(F)c3)CC2)c([N+](=O)[O-])c1
    i, -1.43
> O=C(CCN1CCOCC1)NC12CC3CC(CC(C3)C1)C2
    i, 3.17
> COc1cc(OC)c(S(=O)(=O)N2CCN(C(=O)c3ccccc3F)CC2)cc1NC(C)=O
    i, -1.81
> O=C(CNC(=O)c1sc2ccccc2c1Cl)NCc1ccccc1
    i, -2.19
> O=C(c1n[nH]c2ccccc12)N1CCN(c2ccc(F)cc2)CC1
    i, 0.52
> C=C(C)CC(c1ccccc1)N(C(C)=O)c1ccco1 (stereo unspecified)
    i, -4.04
> CCOc1ccc(NC(=O)c2ccc(NC(=S)NC3CCCCC3)cc2)cc1
    i, -0.05
> Cc1cccc2sc(NC(=O)CSCc3ccccc3)nc12
    i, 0.86
> Cc1cccc(C)c1NC(=O)/C(C#N)=C/c1ccc(-c2ccc(C(=O)O)cc2)o1
    i, -0.12
> O=C(OCC(CO)OC(CO)n1ccc(=O)[nH]c1=O)c1ccccc1 (stereo unspecified)
    i, 0.28
> O=C(NCc1cccs1)c1cc(S(=O)(=O)N2CCOCC2)c(Cl)cc1Cl
    i, -0.47
> COc1cc([N+](=O)[O-])ccc1NC(=O)Cc1ccccc1
    i, -0.13
> CCOC(=O)CN1CCC(c2ccccc2)CC1
    i, 1.88
> CCOC(=O)c1c(CSc2ccccc2)oc2cc(Br)c(O)c(CN(C)C)c12
    i, -0.41
> CN1CCN(c2ccccc2NC(=O)c2cc(Br)ccc2Cl)CC1
    i, -2.04
> CCc1nnc(NC(=O)c2ccc3ccccc3n2)s1
    i, -0.29
> CCc1ccc(NC(=O)CSc2nnc(-c3ccco3)o2)cc1
    i, -0.94
> CC(=O)NC1CSCC1OC(C)=O (stereo unspecified)
    i, 0.3
> CCN(CC(=O)Nc1c(F)cccc1F)C(=O)CCC(=O)c1ccc(F)cc1
    i, -0.25
> Cc1ccc(-n2ncc3c(=O)n(CC(=O)NCc4ccco4)cnc32)cc1
    i, -1.69
> COc1ccccc1N1CCN(C(=O)CSc2nc(C)c(Cc3ccccc3)c(=O)[nH]2)CC1
    i, 1.91
> CCOC(=O)N1CCN(C(=O)CN(Cc2ccccc2)S(=O)(=O)c2ccc(OC)c(Cl)c2)CC1
    i, -0.01
> COc1ccc(-c2cn[nH]c2-c2ccc(OCc3ccccc3)cc2O)cc1
    i, 0.72
> CN1CCc2c(n(CC(O)CNCc3ccccc3)c3ccccc23)C1=O (stereo unspecified)
    i, -6.02*

(further entries)
Order of values: KCNQ2 block, Kir21 block
> CCN(CC)S(=O)(=O)c1ccc(OC)c(NC(=O)c2cccs2)c1
    i, 0.48
> CCC(=O)Nc1nc2ccc([N+](=O)[O-])cc2s1
    i, 0.87
> Cc1ccc(S(=O)(=O)N(C)C)cc1NC(=O)C1CCCC1
    i, 0.32
> CCOC(=O)c1c(N2C(=O)CC(Sc3ccccc3C(=O)O)C2=O)sc(C)c1C (stereo unspecified)
    i, 1.84
> CC1CCN(C(=O)Cn2c(=O)n(CCc3ccccc3)c(=O)c3ccccc32)CC1
    i, -0.66
> O=C(NC(c1ccccc1)c1ccccn1)c1cccc([N+](=O)[O-])c1 (stereo unspecified)
    i, -1.92
> Cn1ncc2c(NCc3ccccc3)nc(NCCCO)nc21
    i, 1.33
> O=C(O)Cn1nc(-c2ccccc2)cc1-c1ccccc1
    i, 1.43
> O=C(O)C1CC(=O)N(CCc2ccc(F)cc2)C1 (stereo unspecified)
    i, -0.57
> Cc1ccc(-c2n[nH]c(=S)n2/N=C/c2c(C)[nH]n(-c3ccccc3)c2=O)cc1
    i, 0.58
> CCCCC(=O)OCC(=O)Nc1cccc(S(=O)(=O)NC2=NCCCCC2)c1
    i, -0.18
> CCOc1ccc(NS(=O)(=O)c2ccc(NC(=O)c3cccnc3)c(OC)c2)cc1
    i, -0.18
> COc1ccc2c(c1)C(C)=CC(C)(C)N2C(=O)CNCc1ccc2c(c1)OCO2
    i, -6.62*
> Fc1ccccc1COc1ccc(Br)cc1CNCc1cccnc1
    i, -2.58
> O/N=C(\c1ccc(Cl)cc1Cl)c1ncc(C(F)(F)F)cc1Cl
    i, -1.19
> COCc1cc(Sc2ccc(Cl)cc2)nc(-c2ccccc2)n1
    -5.88*, -0.94
> NNC(=O)c1csc(Cc2c(Cl)sc3ccc(Cl)cc23)n1
    i, -3.1
> Cc1cc(N(C)C)ccc1N=Nc1ccc2ncccc2c1
    i, -1.36
> CC(C)OP(=O)(c1ccc(N(C)C)cc1)C(O)c1ccccc1F (stereo unspecified)
    i, 0.04
> C=CCSc1nnc(-c2ccc(Cl)cc2Cl)o1
    i, 0.14
> CCCNc1cc(=S)nc(N)[nH]1
    i, 0.12
> O=C(N/N=C/c1ccccc1O)c1cccc2ccccc12
    i, -0.04
> CC1CCCN(C(=O)c2nn(C)c3c2CS(=O)(=O)c2ccccc2-3)C1 (stereo unspecified)
    i, -0.31
> CCC1Sc2ccc(S(=O)(=O)CCC(=O)Nc3cccc(Br)c3)cc2NC1=O (stereo unspecified)
    i, -1.65
> CCOC(=O)C1(CC2CCCCO2)CCN(Cc2ccc(OC)cc2F)CC1 (stereo unspecified)
    i, -2.17
> COc1ccc(OC)c(C(c2nnnn2C2CCCC2)N2CCN(c3ccc(F)cc3)CC2)c1 (stereo unspecified)
    i, -0.79
> COCCCNCC#CCOc1ccc(OC)cc1
    i, 2.06
> CC1=CC(C)C2COC(c3ccc[n+](C)c3)C1C2C (stereo unspecified)
    i, 1.45
> Cc1cc(C)n2nc(S(=O)(=O)N(CC(C)C)CC(C)C)nc2n1
    i, 1.99
> Cn1c(=O)c(=O)n(C)c2cc(S(=O)(=O)N3CCN(Cc4ccccc4)CC3)ccc21
    i, 0.79
> Cc1cc(NC(=O)c2ccc3c(c2)C(=O)N(Cc2ccccc2)C3=O)no1
    i, 0.51
> O=C(NC(=S)N1CCCCCC1)c1ccccc1Cl
    i, -0.2
> Cc1cc(Nc2ccccc2Cl)c2ccccc2n1
    i, -1.14

Bioassay records as filed in PubChem.
